From PubChem
EBV LMP1 NFkB: EBV LMP1-driven NF-kappaB luciferase reporter inhibitors, primary screen, cell-based, luminescence, single point | LMP1-induced NF-kappaB luciferase reporter cells | inhibition, % at 12.5 µM | actives 0.69% (n = 350,000) | AID 504558, 2011; in the data active means inhibition above about 41%;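 further: 0% = neutral control wells and 100% = reference inhibitor control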
Vif inh: HIV Vif self-association inhibitors, primary screen, imaging, HEK293T, single point | actives 0.35% (n = 340,000) | HEK293T cells, Vif self-association by quenched fluorescence, 24 h | inhibition, % at 7.49 µM; in the data active means inhibition above about 50%, passing the limit was not always enough; further: some results filed as inactive read as strong as hits
TLR9-MyD88 inh: inhibitors of TLR9-MyD88 association in cells, primary screen, cell-based, CHO, BLA complementation, fluorescence | Toll-like receptor 9 (Homo sapiens) + Myeloid differentiation primary response protein … | CCF4 FRET ratio | inhibition, % at 4.98 µM | actives 0.21% (n = 340,000) | AID 504734, 2011;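 active means inhibition above the mean over all tested compounds plus 3 SD, cut at about 21% in these data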;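 further: 0% = DMSO only wells and 100% = clavulanate BLA inhibitor control wells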
NCOA3 inh: SRC3 coactivator transcriptional activity inhibitors, primary screen, cell-based, luminescence; AID 588352, 2011; actives 0.17% (n = 360,000); HEK293 GAL4-SRC3 luciferase reporter; Nuclear receptor coactivator 3 (Homo sapiens), Q9Y6Q9; inhibition, % at 3.6 µM;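 active means inhibition above a per-campaign cutoff, the mean of all compounds plus 3 SD, cut at about 60% in these data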;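 further: 0% = DMSO-treated cells and 100% = gossypol-treated cells at 36 µM; higher means less SRC3-driven luciferase light from the GAL4 reporter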
NOD2 RIPK2 PPI: NOD2-RIPK2 binding disruptors in cells, primary screen, fluorescence, CHO cells, BLA complementation; Receptor-interacting serine/threonine-protein kinase 2 (Homo sapiens), O43353; CCF4 ratio; inhibition, % at 4.98 µM; actives 0.38% (n = 360,000); in the data active means inhibition above about 21%;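 further: 0% = vehicle only and 100% = reference blocker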
LRH-1 inv ag: LRH-1 (NR5A2) inverse agonists, primary screen, cell-based, luminescence, HEK293T, StAR-luciferase reporter. LRH-1 transfected, 24 h. AID 602396, 2012. actives 0.13% (n = 360,000). inhibition, % at 3.6 µM. Nuclear receptor subfamily 5 group A member 2 (Homo sapiens), O00482;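 active means inhibition above the mean inhibition of all tested compounds plus 3 SD, cut at about 73% in these data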;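 further: 0% = DMSO wells and 100% = reporter-only cells lacking LRH-1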
Target sequence (O00482 whole entry, looked up): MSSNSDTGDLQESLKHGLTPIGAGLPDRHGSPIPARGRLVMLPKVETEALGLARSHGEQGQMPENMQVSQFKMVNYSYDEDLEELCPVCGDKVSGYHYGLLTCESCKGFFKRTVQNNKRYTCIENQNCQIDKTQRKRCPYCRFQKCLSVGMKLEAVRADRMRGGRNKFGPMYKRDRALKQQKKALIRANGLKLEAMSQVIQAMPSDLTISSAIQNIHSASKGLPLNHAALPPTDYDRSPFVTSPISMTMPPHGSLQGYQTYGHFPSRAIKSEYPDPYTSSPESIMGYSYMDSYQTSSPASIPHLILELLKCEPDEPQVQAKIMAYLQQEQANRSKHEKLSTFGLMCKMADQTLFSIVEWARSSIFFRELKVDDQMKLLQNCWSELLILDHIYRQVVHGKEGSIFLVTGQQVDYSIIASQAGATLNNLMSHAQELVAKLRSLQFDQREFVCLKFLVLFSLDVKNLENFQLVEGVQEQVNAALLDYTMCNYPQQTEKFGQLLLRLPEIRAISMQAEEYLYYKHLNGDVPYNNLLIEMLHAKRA
SRC2 inh: inhibition of GAL4-SRC2 driven luciferase reporter, primary screen, SRC2 inhibitor project, cell-based, luminescence | inhibition, % at 9 µM | HEK293 GAL4-SRC2 luciferase reporter | actives 0.17% (n = 370,000) | Nuclear receptor coactivator 2 (Homo sapiens), Q15596;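 active means inhibition above the mean inhibition of all tested compounds plus 3 SD, set per campaign, cut at about 52% in these data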;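 further: 0% = DMSO treated cells and 100% = cells given Gossypol at 36 µM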
NCOA1 inh: SRC1 coactivator transcriptional activity inhibitors, primary screen, cell-based, luminescence. Nuclear receptor coactivator 1 (Homo sapiens), Q15788. HEK293 GAL4-SRC1 luciferase reporter. inhibition, % at 3.6 µM. actives 0.12% (n = 360,000). AID 588354, 2011;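 active means inhibition above the campaign mean plus 3 SD, with each screening campaign given its own cutoff, cut at about 60% in these data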;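 further: 0% = DMSO treated cells and 100% = gossypol at 36 µM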
COUP-TFII inh: NR2F2 transcriptional activity inhibitors, primary screen, cell-based, luciferase reporter, HEK293T, luminescence. inhibition, % at 8.6 µM. HEK293T NGFI-A luciferase reporter. AID 686940, 2013. actives 0.7% (n = 370,000);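 active means inhibition above a per-plate cutoff, mean inhibition of test wells between control levels plus 3 SD, cut at about 38% in these data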;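 further: cells cotransfected with COUP-TFII expression vector driving the NGFI-A reporter; 0% = median of COUP-TF2 test wells and 100% = reporter-only cells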
Target sequence (P24468 whole entry, looked up): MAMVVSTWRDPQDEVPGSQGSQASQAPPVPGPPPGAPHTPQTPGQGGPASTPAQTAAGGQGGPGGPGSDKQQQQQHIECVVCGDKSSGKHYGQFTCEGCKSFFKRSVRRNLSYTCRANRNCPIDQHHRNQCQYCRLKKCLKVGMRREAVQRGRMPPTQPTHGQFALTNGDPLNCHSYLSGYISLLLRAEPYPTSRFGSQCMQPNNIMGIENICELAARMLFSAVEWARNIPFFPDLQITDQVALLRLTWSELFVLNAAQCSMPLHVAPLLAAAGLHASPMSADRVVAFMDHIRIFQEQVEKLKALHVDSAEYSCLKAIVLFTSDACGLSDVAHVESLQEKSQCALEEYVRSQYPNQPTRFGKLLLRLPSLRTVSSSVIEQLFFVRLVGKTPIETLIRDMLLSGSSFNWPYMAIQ
TRAIL sens C8: viability loss with TRAIL in NB7+C8 cells, primary screen, TRAIL sensitizer project, cell-based, ATPlite luminescence; inhibition (viability loss, TRAIL sensitization), % at 10 µM; actives 1% (n = 360,000);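 active means compounds causing at least 50% loss of cell viability in the single-dose screen, relative to plate controls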
TROY NFkB inh: inhibitors of TROY-driven NF-kB signaling, primary screen, Q293 LMP1-TROYcd cells, NF-kB luciferase, uHTS. Q293 LMP1-TROYcd NF-kB luciferase reporter, 4 h. inhibition, % at 10 µM. AID 1347056, 2019. actives 0.98% (n = 360,000);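 active means compounds whose plate-normalised and pattern-corrected inhibition of the luciferase reporter signal at the single screening dose is 50% or more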
Starred values were filed as active, the others as inactive; nt = not tested or not shown. Some of the compounds tested; the hit share may differ from the screen's.

SMILES	EBV LMP1 NFkB	Vif inh	TLR9-MyD88 inh	NCOA3 inh	NOD2 RIPK2 PPI	LRH-1 inv ag	SRC2 inh	NCOA1 inh	COUP-TFII inh	TRAIL sens C8	TROY NFkB inh
CCOc1cc(CC(=O)N[C@@H](CC(C)C)c2ccccc2N2CCCCC2)ccc1C(=O)O	0	9	0	-12	-13	6	-26	7	-18	-11	15
CC(C)CNS(=O)(=O)c1ccc(CCC(=O)NCc2ccncc2)cc1	0	1	9	17	-9	-4	3	11	13	-4	5
Cc1cccc(-n2c(=O)cc(N3CCN(c4ccc(F)cc4)CC3)[nH]c2=O)c1	20	nt	5	-11	-6	-8	-20	2	4	13	17
COc1cccc(CN2CCN(Cc3nc(-c4cccs4)oc3C)CC2CCO)c1 (stereo unspecified)	3	0	2	2	-21	-7	-8	-13	9	-1	-21
Cc1ccc(NC(=O)CCCSc2ccccc2)cc1S(=O)(=O)N1CCOCC1	-2	-6	0	13	0	3	11	-3	16	-2	2
O=C(Cc1ccc([N+](=O)[O-])cc1)NCc1ccccn1	-7	-2	-13	8	-7	-6	-4	-13	-16	-3	-3
COc1ccccc1N1C(=O)CSC1=S	1	0	-18	5	-3	8	-3	-11	6	-3	6
Cc1c(C(=O)O)nnn1-c1ccccc1	-3	12	7	2	3	21	2	0	-3	-9	-18
Cc1ccc(S(=O)(=O)Nc2c(NC3CCCCC3)c3ccccc3oc2=O)cc1C	4	2	-6	-10	-20	-6	-5	12	0	-10	13
CC1(C(=O)NS(=O)(=O)c2ccccc2C(F)(F)F)CCN1C(=O)c1cccc(F)c1 (stereo unspecified)	nt	-11	nt	-23	-11	8	-4	9	-9	-1	16
Cc1cnc(C(=O)Nc2ccc(S(=O)(=O)N(C(C)C)C(C)C)cc2)cn1	10	-7	2	2	2	15	21	4	-7	-25	-1
COC(=O)c1cccc(C(=O)N2CCCC(C(=O)c3ccccc3OC)C2)c1 (stereo unspecified)	4	-3	-6	-27	-1	-11	20	-19	6	-3	-3
CSc1cccc(NC(=S)NN(C)C)c1	3	-1	-13	-4	-15	-6	-28	-9	1	2	-32
O=C(OC1CCOC1=O)c1cccc(S(=O)(=O)N2CCc3ccccc3C2)c1 (stereo unspecified)	-15	-3	6	8	3	-6	1	-10	8	2	2
COc1ccc(-c2noc(C3CCCN(C(=O)Nc4ccccc4F)C3)n2)cc1 (stereo unspecified)	-7	-3	5	-58	-5	-128	-26	-43	-33	-6	37
CC1(C)Cc2nc(-c3ccccc3)nc(SCC(=O)N3CCCC3)c2CO1	-3	3	-7	11	-10	16	-8	13	11	-6	15
Cc1cc(NC(=O)CSc2nnc(CNC(=O)c3c(F)cccc3F)o2)no1	-7	-5	-5	-15	-4	5	-24	3	-14	1	10
CCOC(=O)c1ccc(NC(=S)N2CCSC2c2c(F)cc(F)cc2F)cc1 (stereo unspecified)	-6	-2	-8	5	10	-9	-4	-36	-13	-4	3
CC(OC(=O)CNC(=O)c1cccs1)C(=O)Nc1ccc(S(N)(=O)=O)cc1 (stereo unspecified)	-1	10	4	3	-1	-2	13	5	22	-15	8
CC(=O)c1c(C)[nH]c(C(=O)N(C)CC(=O)Nc2ccc(Cl)c(C(F)(F)F)c2)c1C	-3	-7	-1	5	2	8	-7	12	13	3	11
Cc1cc(C(=O)OCC(=O)Nc2cccc([N+](=O)[O-])c2)c(C)o1	-9	-2	-2	4	3	0	-2	-20	-18	1	0
O=C(NCc1ccco1)C(c1ccccc1)N(C(=O)Cc1cccs1)c1cccnc1 (stereo unspecified)	4	1	6	-5	0	-2	-18	1	0	-3	-5
Cc1ccc(C(=O)O)cc1NC(=O)C1=CSCCO1	-4	-5	-3	9	-2	-20	-8	5	8	-3	-1
CSc1ccccc1NC(=O)CN(C)Cc1cccc(Cl)c1	-2	-5	10	7	1	13	7	-7	13	13	6
Cc1ccc(CN2CCN(Cc3cnc(C)s3)CC2CCO)o1 (stereo unspecified)	3	-2	8	14	-3	11	-7	-3	-14	-4	2
COc1ccc2cc(C(=O)N3CCCCCC3)sc(=O)c2c1OC	0	7	2	-9	0	-6	1	0	-13	13	-1
CC(=O)NC(N(C#N)c1nc(Cl)nc(N(C)C)n1)C(Cl)(Cl)Cl (stereo unspecified)	-6	-8	6	-5	-6	10	-22	3	4	-4	2
O=C(NCc1ccccc1)N1CCOc2ccccc21	-3	-6	-1	-7	-2	4	1	1	17	-12	12
O=c1[nH]c2ccccc2c(O)c1Cc1ccccc1	-6	4	16	-3	-9	4	-8	-25	4	-2	0
Cc1c(Cc2ccccc2)c(=O)oc2cc(OCC(=O)NCC(O)c3ccccc3)ccc12 (stereo unspecified)	0	1	4	2	6	13	-29	-2	6	2	27

Profiles as entered above. Screens in order: EBV LMP1 NFkB	Vif inh	TLR9-MyD88 inh	NCOA3 inh	NOD2 RIPK2 PPI	LRH-1 inv ag	SRC2 inh	NCOA1 inh	COUP-TFII inh	TRAIL sens C8	TROY NFkB inh
`O=C(NCc1ccco1)C(c1ccccc1)N(C(=O)Cc1cccs1)c1cccnc1` (stereo unspecified) across the screens: 4	1	6	-5	0	-2	-18	1	0	-3	-5
`Cc1cc(C(=O)OCC(=O)Nc2cccc([N+](=O)[O-])c2)c(C)o1` across the screens: -9	-2	-2	4	3	0	-2	-20	-18	1	0
`Cc1c(Cc2ccccc2)c(=O)oc2cc(OCC(=O)NCC(O)c3ccccc3)ccc12` (stereo unspecified) across the screens: 0	1	4	2	6	13	-29	-2	6	2	27
`Cc1ccc(CN2CCN(Cc3cnc(C)s3)CC2CCO)o1` (stereo unspecified) across the screens: 3	-2	8	14	-3	11	-7	-3	-14	-4	2

(listing goes on)
SMILES	EBV LMP1 NFkB	Vif inh	TLR9-MyD88 inh	NCOA3 inh	NOD2 RIPK2 PPI	LRH-1 inv ag	SRC2 inh	NCOA1 inh	COUP-TFII inh	TRAIL sens C8	TROY NFkB inh
COCCN1C(=O)CN(S(C)(=O)=O)CC1(C)C(=O)Nc1ccc2c(c1)OCCO2 (stereo unspecified)	nt	nt	nt	nt	-6	3	-22	nt	3	11	nt
Cc1ccccc1C(=O)Nc1cccc(NC(=O)c2ncn[nH]2)c1	0	-5	-1	4	-2	11	3	-2	-4	2	12
O=C(CSc1nnc2c(n1)[nH]c1ccc(F)cc12)N1CCOCC1	-4	-6	9	8	-3	-5	-4	-9	8	-3	-5
Cc1nn(CC(=O)NCCCN2CCCCC2)c(=O)c2cccn12	nt	4	4	11	-18	6	5	15	-2	-18	-30
COc1cccc(C(=O)Nc2c(C(N)=O)oc3ccccc23)c1	-14	5	2	4	-6	4	3	3	0	7	4
CCC(=O)Nc1c(C#N)c2nc3ccccc3nc2n1-c1ccccc1C	0	1	6	-5	8	5	6	6	18	-6	9
CCN(CC)C(=O)C1=C(C)N(Cc2ccc(OC)cc2)C(=O)C(CC(=O)NCc2cccc3ccccc23)C1 (stereo unspecified)	-7	-2	0	-9	3	4	-10	-13	7	-1	-8
CC(=O)c1cccc(OCCN2C(=O)NC(C)(C)C2=O)c1	-3	nt	4	1	-8	19	2	3	-21	4	58*
Cc1ccc(CNS(=O)(=O)c2ccc3c(c2)NC(=O)CS3)cc1	8	-4	-8	17	-12	-12	2	-21	-3	-14	12
CC(=O)NCCNC(=O)c1ccc(CSc2ccc(Cl)cc2)cc1	-36	3	-17	-59	-11	-102	-36	-72	-53	-3	-50

A draw from above in order of molar mass, rising:
SMILES	EBV LMP1 NFkB	Vif inh	TLR9-MyD88 inh	NCOA3 inh	NOD2 RIPK2 PPI	LRH-1 inv ag	SRC2 inh	NCOA1 inh	COUP-TFII inh	TRAIL sens C8	TROY NFkB inh
COc1cccc(C(=O)Nc2c(C(N)=O)oc3ccccc23)c1	-14	5	2	4	-6	4	3	3	0	7	4
Cc1ccccc1C(=O)Nc1cccc(NC(=O)c2ncn[nH]2)c1	0	-5	-1	4	-2	11	3	-2	-4	2	12
Cc1nn(CC(=O)NCCCN2CCCCC2)c(=O)c2cccn12	nt	4	4	11	-18	6	5	15	-2	-18	-30
CCC(=O)Nc1c(C#N)c2nc3ccccc3nc2n1-c1ccccc1C	0	1	6	-5	8	5	6	6	18	-6	9
COCCN1C(=O)CN(S(C)(=O)=O)CC1(C)C(=O)Nc1ccc2c(c1)OCCO2 (stereo unspecified)	nt	nt	nt	nt	-6	3	-22	nt	3	11	nt

The results go on.
SMILES	EBV LMP1 NFkB	Vif inh	TLR9-MyD88 inh	NCOA3 inh	NOD2 RIPK2 PPI	LRH-1 inv ag	SRC2 inh	NCOA1 inh	COUP-TFII inh	TRAIL sens C8	TROY NFkB inh
O=C(CN(C(=O)Cn1nnc(-c2ccc(F)cc2)n1)c1cccc(F)c1)NC1CCCC1	9	11	-4	7	5	7	-13	9	1	0	8
N#Cc1ccc(-c2csc(-c3ccno3)n2)cc1	nt	-3	nt	18	-4	-16	-60	2	-3	8	-18
O=C(NNC(=O)c1cc2ccccc2[nH]1)OCc1ccccc1	-4	-7	-17	-39	10	0	-3	-9	-3	0	-19
O=C1C[C@@H]2c3c(cccc3CN1Cc1ccccc1)C[C@@H](O)[C@H]2O	-1	-6	-9	22	-8	-13	-1	-5	-2	-11	-7
CCC(SC1=Nc2ccccc2C2=NC(CC(C)C)C(=O)N12)C(=O)Nc1ccc2c(c1)OCO2 (stereo unspecified)	0	6	-1	-5	5	0	-24	-5	-8	-15	-14
CCN(CC(=O)Nc1c(F)cccc1F)C(=O)COc1ccc2c(c1)CCC2	-1	14	-6	-11	-1	-23	-27	5	-21	18	-28
NC(=O)[C@H]1CC2(CC(c3cccc(NC(=O)[C@H]4CCC(=O)N4)c3)=NO2)CN1C(=O)c1ccccc1 (stereo partly specified)	-7	-2	8	3	-5	5	-9	-6	17	6	-4
COc1ccccc1NC(=O)COc1ccc(/C=N/NS(=O)(=O)c2ccc(C)cc2)cc1	-4	-3	8	-2	-8	2	-17	12	3	-6	3
N#Cc1ccc(OCC(=O)NCCN2CCOCC2)cc1	-6	-2	-1	10	3	-3	-19	2	-4	0	-1
Cn1c(=O)c(C(=O)N2CCc3ccccc32)cc2cccnc21	5	0	-5	1	1	-7	-5	-6	7	-1	2
